hIAP block: blocks human intestinal alkaline phosphatase; AID 2544; 330,000 tested, 0.12% active; inhibition, % at 10 µM; P09923; purified IAP, CDP-Star luminescence, 30 min;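 active = inhibition reaching a set limit with compound at 10 µM in the primary screen, cut at about 35% in these data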;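 note: plate controls were DMSO wells with enzyme for no effect and no-enzyme buffer wells for full effect; values of inactives mirror those of a sister screen read the other way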
Target sequence (P09923 whole entry, looked up): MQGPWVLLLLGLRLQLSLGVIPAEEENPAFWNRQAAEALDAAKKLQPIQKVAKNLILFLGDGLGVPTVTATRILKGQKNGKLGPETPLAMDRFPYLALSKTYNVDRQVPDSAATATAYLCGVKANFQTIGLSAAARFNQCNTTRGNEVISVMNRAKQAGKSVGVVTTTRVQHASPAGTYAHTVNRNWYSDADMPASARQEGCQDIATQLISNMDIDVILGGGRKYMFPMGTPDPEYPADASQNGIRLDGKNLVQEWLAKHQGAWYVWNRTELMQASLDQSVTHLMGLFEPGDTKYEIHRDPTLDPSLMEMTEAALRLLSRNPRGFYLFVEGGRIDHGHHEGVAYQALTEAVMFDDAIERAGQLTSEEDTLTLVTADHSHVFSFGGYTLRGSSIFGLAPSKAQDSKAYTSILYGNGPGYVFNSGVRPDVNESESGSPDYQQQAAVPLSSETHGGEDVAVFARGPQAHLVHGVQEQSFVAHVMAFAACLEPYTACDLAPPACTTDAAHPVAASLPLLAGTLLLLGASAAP
MIN6 prolif: induces beta-cell replication in MIN6 cells; MIN6 cells proliferation, ATPlite luminescence, 48 h; cells starved in 0.2% serum; 100% = growth in 10% serum; proliferation, % at 10 µM; 330,000 tested, 0.29% active;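 active = compounds whose signal lies at least 3.5 SD above the mean of all wells on their plate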;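 note: 0% = DMSO-treated cells in low-serum medium and 100% = 10% serum control; some compounds called inactive have numbers as strong as hits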
mIAP act: mouse IAP activation; muIAP, CDP-Star luminescence, 30 min; stronger effect = higher value; 1 = vehicle-only enzyme signal, 0 = enzyme-free wells; activation factor at 10 µM; 330,000 tested, 0.24% active; AID 2805;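 active = activation factor of at least 2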; note: the source names both 10 and 20 µM as test concentration; values of inactives mirror those of a sister screen read the other way
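System: Mouse IAP enzyme | Also added: CDP-Star substrate | Dosing: Compounds dispensed in DMSO | Schedule: 30 min enzyme-substrate-compound incubation at room temperature | Technique: Chemiluminescence readout | Control set: DMSO-only wells and no-enzyme negative control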
TIM10 inh: TIM10 yeast growth inhibition; S. cerevisiae TIM10 strain growth, BacTiter-Glo luminescence, 24 h; inhibition, % at 10 µM; 330,000 tested, 1.4% active; AID 463195;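 active = inhibition of 40% or more at the single tested concentration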;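 note: wild-type TIM10 isogenic control strain grown at permissive 25 °C; 0% = DMSO yeast wells and 100% = minimal medium wells without yeast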
APOBEC3G inh: inhibitors of human APOBEC3G DNA deaminase; inhibition, % at 20 µM; Q9HC16; 330,000 tested, 0.28% active; recombinant A3G, ssDNA deamination FAM/TAMRA fluorescence;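 active = inhibition of at least 40% at 20 µM, with no more than 30% in the related APOBEC3A deaminase screen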;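 note: plate controls were DMSO wells with A3G for no effect and wells lacking A3G enzyme for full effect; some compounds called inactive have numbers as strong as hits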
Target sequence (Q9HC16 whole entry, looked up): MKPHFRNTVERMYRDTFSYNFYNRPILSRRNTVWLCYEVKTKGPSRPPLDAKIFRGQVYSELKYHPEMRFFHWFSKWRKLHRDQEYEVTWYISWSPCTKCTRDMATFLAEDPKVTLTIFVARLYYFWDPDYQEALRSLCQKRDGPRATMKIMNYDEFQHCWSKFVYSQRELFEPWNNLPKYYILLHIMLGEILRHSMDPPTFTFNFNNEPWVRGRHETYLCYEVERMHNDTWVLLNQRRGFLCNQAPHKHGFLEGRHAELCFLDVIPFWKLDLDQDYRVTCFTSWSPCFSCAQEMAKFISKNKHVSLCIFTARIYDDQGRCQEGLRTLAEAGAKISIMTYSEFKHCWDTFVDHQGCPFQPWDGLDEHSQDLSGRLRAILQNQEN
A3A deaminase: human APOBEC3A DNA deaminase inhibition; recombinant A3A, FAM/TAMRA ssDNA deamination fluorescence; P31941; inhibition, % at 20 µM; AID 493011; 330,000 tested, 0.41% active;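 active = at least 40% inhibition at 20 µM here, with at most 30% in a related deaminase screen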;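 note: plate controls were A3A with DMSO for no effect and wells lacking A3A enzyme for full effect; some results filed as inactive read as strong as hits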
Target sequence (P31941 whole entry, looked up): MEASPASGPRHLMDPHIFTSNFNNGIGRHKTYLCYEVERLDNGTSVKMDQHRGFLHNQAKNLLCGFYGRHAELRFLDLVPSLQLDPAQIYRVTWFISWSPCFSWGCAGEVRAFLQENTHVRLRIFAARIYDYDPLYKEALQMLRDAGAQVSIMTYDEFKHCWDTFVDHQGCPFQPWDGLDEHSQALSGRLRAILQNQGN
NLRP3 yeast inh: blocks the NALP3 inflammasome reconstituted in yeast; Yeast reconstituted NLRP3/ASC/caspase-1, beta-gal luminescence, 24 h; 330,000 tested, 0.39% active; inhibition, % at 10 µM;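 active = inhibition of 50% or more; inactive = inhibition below 50%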;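 note: plate controls were induced DMSO wells for no effect and uninduced yeast grown without galactose for full effect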
tim10-1 inh: tim10-1 yeast growth inhibition. 330,000 tested, 2.2% active. inhibition, % at 20 µM. S. cerevisiae tim10-1 ts strain growth, BacTiter-Glo, 24 h. AID 463190;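 active = inhibition of at least 40%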;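 note: mutant grown at 25 °C; 0% = DMSO wells with yeast and 100% = wells holding no yeast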
mIAP inh: mouse IAP inhibition; purified mouse IAP, CDP-Star luminescence, 30 min; inhibition, % at 10 µM; 330,000 tested, 0.2% active; AID 2806;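 active = inhibition of at least 40% at 10 µM in the primary screen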;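 note: plate controls were DMSO with enzyme for no effect and no enzyme wells for full effect; values of inactives mirror those of a sister screen read the other way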
* marks the source's active call; other numbers are inactive results; & = joins results of further samples.

SMILES | hIAP block | MIN6 prolif | mIAP act | TIM10 inh | APOBEC3G inh | A3A deaminase | NLRP3 yeast inh | tim10-1 inh | mIAP inh
CC(=O)c1ccccc1NC(=O)COC(=O)c1ccccc1NC(=O)c1ccccc1 | -7 | 0 | 1 | 7 | -1 | 4 | 16 | 16 | 0
CC(C)(C)S(=O)(=O)c1cnc2c(-c3ccc(Cl)cc3)cnn2c1N | -15 | 1 | 0.93 | 24 | -5 | -4 | 1 | 11 | 7
CCCCSc1nc(N)c(NC(=O)c2ccco2)c(=O)[nH]1 | 13 | 8 | 0.73 | 0 | -1 | -3 | 4 | 11 | 27
CC(=O)c1ccc(S(=O)(=O)Nc2ccc(N3CCOCC3)cc2)cc1 | -19 | -2 | 1.1 | 0 | -1 | -4 | 4 | 20 | -8
O=C(NCC1CCCO1)c1ccc(CS(=O)(=O)Cc2ccc(F)cc2)o1 (stereo not drawn) | 6 | 1 | 1 | -5 | -5 | 4 | 16 | 8 | -1
CCc1cccc(CC)c1NC(=O)c1ccccc1 | 16 | 0 | 0.98 | 9 | -1 | -3 | 10 | 11 | 2
COc1ccc(NC(=O)COC(=O)CCCN2C(=O)c3ccccc3C2=O)cc1Cl | -19 | 5 | 1.1 | -23 | -5 | -3 | -7 | -29 | -6
Cc1c(NC(=O)c2cccc(NC(=O)COc3cccc(Br)c3)c2)c(=O)n(-c2ccccc2)n1C | 0 | 0 | 1.2 | 0 | -10 | -3 | 8 | 8 | -18
OCCN1CCN(CC/C=C2/c3ccccc3Sc3ccc(Cl)cc32)CC1 | 12 | -8 | 0.88 | 32 | -4 | -1 | 26 | 44* | 12
COC(C(=O)N/N=C(\C)CC(=O)Nc1ccc(Cl)cc1C)c1ccccc1 (stereo not drawn) | -2 | -5 | 0.92 | 10 | -20 | -7 | 14 | 4 | 8
CCc1c(C)sc(NC(=O)c2ccco2)c1C(=O)N1CCOCC1 | -6 | 2 | 0.98 | -4 | -3 | 0 | -3 | 5 | 2
CC1CCCCC1NC(=O)Cn1c(CN2CCCCC2)nc2ccccc2c1=O (stereo not drawn) | 8 | -1 | 1 | 7 | 5 | 6 | 22 | 6 | -4
Cc1ccc(NC(=O)CSc2nnc(CCC(=O)O)c(=O)[nH]2)cc1 | -2 | 3 | 0.97 | -12 | -3 | 8 | -9 | -8 | 3
CCOc1ccc(CCNC(=O)C2CC(=O)N(Cc3ccc(C)cc3)C2)cc1OCC (stereo not drawn) | -9 | -4 | 1.1 | 1 | -3 | -3 | 7 | 8 | -5
CC(=O)Nc1ccc(NC(=O)COc2cc(C)cc3oc(=O)cc(C)c23)cc1 | -18 | 2 | 1 | -12 | -8 | -4 | 5 | 8 | -3
COc1ccc(C2C(CC(=O)O)=C(Nc3ccccc3)C(=O)N2c2ccccc2)cc1 (stereo not drawn) | 7 | -2 | 0.97 | 19 | -3 | 0 | 6 | 19 | 3
O=C(c1cc(-c2ccc(Br)cc2)on1)N1CCCC1 | 2 | -1 | 0.93 | 0 | -9 | -3 | 39 | -4 | 7
CC(C)(C)c1nnc(N/N=C/c2ccccc2)n(N)c1=O | -12 | -1 | 0.95 | -22 | 0 | 2 | 18 | 11 | 5
C/C(=N\NC(=O)C1(C)CC1(Br)Br)c1cccc(NC(=O)c2ccc(C)o2)c1 (stereo not drawn) | -4 | 5 | 0.93 | 7 | -2 | -5 | 2 | 27 | 7
CNS(=O)(=O)c1ccc2c(c1)NC(=O)C1CCCN21 (stereo not drawn) | 5 | 2 | 1.1 | 16 | -5 | 1 | 7 | -5 | -6
Cc1c(NC(=O)c2ccco2)cccc1-c1nc2cccnc2s1 | 11 | 0 | 1.1 | -8 | -1 | 1 | 23 | 20 | -6
CC(Cl)C(=O)c1ccc2c(c1)CCN2C(=O)C1CC1 (stereo not drawn) | -20 | -4 | 1 | 25 | -5 | -4 | -9 | 15 | -1
Cc1ccccc1C(=O)Nc1c2c(nn1C(C)(C)C)CS(=O)(=O)C2 | -25 | -1 | 0.99 | -5 | -11 | -4 | 8 | 2 | 1
Clc1ccc(OCc2nc(-c3ccccn3)no2)c(Br)c1 | -3 | -4 | 1.1 | -17 | -3 | -2 | 42 | 13 | -15
O=C(CN1C(=O)NC2(CCCCC2)C1=O)N1CCN(S(=O)(=O)c2cccc(F)c2)CC1 | -15 | 1 | 0.94 | 15 | 6 | 23 | 2 | 16 | 6
Cc1nc(C)c(C(=O)Nc2cccc(C)c2C)o1 | 14 | 1 | 0.98 | 4 | -3 | 1 | 14 | 7 | 2
CCN(CC)CCOc1ncnc2c1oc1ccccc12 | 11 | 6 | 0.87 | 15 | -6 | -4 | -11 | 9 | 13
COC(=O)[C@]1(Cc2ccccc2)N[C@H](CN(C)S(=O)(=O)c2ccc(-c3ccccc3)cc2)[C@@H]2C(=O)N(Cc3ccccc3)C(=O)[C@@H]21 | 2 | -3 | 0.89 | 1 | -5 | -6 | 4 | 13 | 11
CN(C)CC#CCC(O)(c1ccccc1)C1CCCCC1 (stereo not drawn) | -7 | -4 | 0.97 | -12 | -8 | -9 | 19 | 8 | 3
Cc1ccc(C(=O)NNC(=O)CCOc2cccc(C)c2)cc1 | -25 | 0 | 1.1 | 2 | -3 | 2 | 22 | -6 | -7

Molecules above that have an aryl methoxy group, in the order listed:
SMILES | hIAP block | MIN6 prolif | mIAP act | TIM10 inh | APOBEC3G inh | A3A deaminase | NLRP3 yeast inh | tim10-1 inh | mIAP inh
COc1ccc(NC(=O)COC(=O)CCCN2C(=O)c3ccccc3C2=O)cc1Cl | -19 | 5 | 1.1 | -23 | -5 | -3 | -7 | -29 | -6
COc1ccc(C2C(CC(=O)O)=C(Nc3ccccc3)C(=O)N2c2ccccc2)cc1 (stereo not drawn) | 7 | -2 | 0.97 | 19 | -3 | 0 | 6 | 19 | 3

Further entries follow:
SMILES | hIAP block | MIN6 prolif | mIAP act | TIM10 inh | APOBEC3G inh | A3A deaminase | NLRP3 yeast inh | tim10-1 inh | mIAP inh
C[C@@H](Oc1ccccc1)c1nnn(Cc2ccccc2)c1-c1c([C@@H](C)Oc2ccccc2)nnn1Cc1ccccc1 | -8 | -4 | 0.92 | 24 | -8 | 0 | 11 | 20 | 8
CCN1CCN(C(=O)/C=C/c2c(F)cccc2Cl)CC1 | 0 | -2 | 0.95 | -3 | -6 | 1 | 2 | -5 | 5
CCOc1ccc(NC(=O)CSc2nnc(Cn3c(=O)sc4ccccc43)n2C)cc1 | 10 | -1 | 1 | 9 | -8 | -3 | 6 | 13 | -3
Cc1ccc(-c2c(C(=O)NNC(=S)NCC3CCCO3)csc2C)cc1 (stereo not drawn) | -82 | 2 | 1 | 2 | -14 | -6 | 6 | 8 | -2
CCN(Cc1ccccc1)Cc1cccc([N+](=O)[O-])c1 | 11 | 0 | 1 | 6 | -5 | -1 | -15 | 7 | -1
Cc1c(Cl)c([N+](=O)[O-])nn1Cc1ccc(C(=O)Nc2ccc(Cl)cn2)o1 | 13 | 0 | 0.93 | 38 | -2 | -1 | 14 | 47* | 7
COc1ccc2c(c1)c(CC(=O)Nc1ccc(C)cc1)c(C)n2C(=O)c1ccc(Cl)cc1 | 1 | -3 | 0.99 | 4 | 1 | 7 | 17 | 13 | 1
O=C(Nc1nccs1)NC1CCCCC1 | 14 | -1 | 0.97 | -1 | -8 | 0 | -20 | 13 | 3
O=C(NCc1ccc(F)cc1)C(c1ccccc1)N(CC1CCCO1)C(=O)Cn1nnc2ccccc21 (stereo not drawn) | -14 | -3 | 1 | 15 | -4 | -1 | -1 | 4 | -2
CN(c1ccc(F)cc1)S(=O)(=O)c1ccc(Cl)c(C(=O)Nc2ccncc2)c1 | 4 | -5 | 0.91 | -5 | -5 | 0 | 13 | -1 | 9

Fetched by structure from above, 5 records:
SMILES | hIAP block | MIN6 prolif | mIAP act | TIM10 inh | APOBEC3G inh | A3A deaminase | NLRP3 yeast inh | tim10-1 inh | mIAP inh
O=C(Nc1nccs1)NC1CCCCC1 | 14 | -1 | 0.97 | -1 | -8 | 0 | -20 | 13 | 3
CN(c1ccc(F)cc1)S(=O)(=O)c1ccc(Cl)c(C(=O)Nc2ccncc2)c1 | 4 | -5 | 0.91 | -5 | -5 | 0 | 13 | -1 | 9
CCN(Cc1ccccc1)Cc1cccc([N+](=O)[O-])c1 | 11 | 0 | 1 | 6 | -5 | -1 | -15 | 7 | -1
Cc1ccc(-c2c(C(=O)NNC(=S)NCC3CCCO3)csc2C)cc1 (stereo not drawn) | -82 | 2 | 1 | 2 | -14 | -6 | 6 | 8 | -2
O=C(NCc1ccc(F)cc1)C(c1ccccc1)N(CC1CCCO1)C(=O)Cn1nnc2ccccc21 (stereo not drawn) | -14 | -3 | 1 | 15 | -4 | -1 | -1 | 4 | -2

(list continues)
SMILES | hIAP block | MIN6 prolif | mIAP act | TIM10 inh | APOBEC3G inh | A3A deaminase | NLRP3 yeast inh | tim10-1 inh | mIAP inh
O=C1CCCCCN1Cc1nnc(SCc2nc3ccccc3s2)n1-c1ccccn1 | -2 | 3 | 0.94 | 3 | -6 | -1 | 10 | 23 | 6
COC(=O)c1c(-c2ccc(N(C)C)cc2)sc2ccc(OC)cc12 | -2 | -1 | 1.7 | 0 | -6 | -2 | 18 | 4 | -72
CCC(COC(=O)Nc1cccc(C)c1C)NC(=O)OCC(C)C (stereo not drawn) | 6 | -2 | 1 | 2 | -6 | -2 | 2 | 38 | -1
CC(=O)OCC(=O)Nc1ccccc1C | 2 | 2 | 0.97 | -6 | 1 | 9 | 18 | 6 | 3
CCOc1ccc(OCCCC(=O)N2CCN(S(=O)(=O)c3ccccc3C#N)CC2)cc1 | 4 | 0 | 1.1 | 15 | -3 | 2 | 1 | 10 | -6
S=C(NCC1CCCO1)Nc1ccc(Cl)c(Cl)c1 (stereo not drawn) | 2 | -3 | 1.2 | 38 | -5 | -4 | -4 | 41* | -18
O=C(NCc1ccc(F)cc1)C(c1ccco1)N(C(=O)c1csnn1)c1ccccc1 (stereo not drawn) | 23 | 11* | 0.99 | 14 | -8 | -3 | 17 | -12 | 1
CCOC(=O)c1sc(NC(=O)CCN2CCCCCC2)c(C(=O)OCC)c1C | -10 | -6 | 0.99 | 44* | -3 | 2 | -5 | 61* | 1
Cc1ccsc1CNS(=O)(=O)c1ccc(F)cc1 | 4 | 2 | 1.1 | -3 | -4 | 2 | 5 | 12 | -6
Cc1ccc(Cl)cc1NC(=S)NN | 6 | 0 | 0.81 | 9 | -7 | -4 | 9 | 25 | 19
c1ccc2c(c1)cnc1ccccc12 | -16&-6 | -2&1 | 1.1&1 | -25&-19 | -1&-5 | 4&-1 | 13&21 | -29&-27 | -9&-3
O=C(c1ccc(Cn2c(=O)[nH]c3ccccc3c2=O)cc1)N1CCN(c2ccc(F)cc2)CC1 | 4 | -5 | 1 | 8 | -1 | 1 | -6 | 17 | -4
CCO[C@@H]1OC(C(=O)N2CCN(Cc3ccccc3)CC2)=C[C@H](c2csc3ccccc23)[C@H]1CCCO | 20 | -8 | 1 | 7 | 1 | 3 | 4 | 24 | -4
Cc1nc(SCc2ccccc2)c2oc3ccccc3c2n1 | -2 | -3 | 0.87 | 7 | 11 | 1 | 10 | 10 | 13
COc1cccc(NC(=O)COC(=O)c2nc(Cl)ccc2Cl)c1 | -22 | -1 | 0.9 | 12 | -1 | 1 | 4 | 24 | 10
O=C(NC(=S)NCc1ccc(Cl)cc1)c1ccco1 | 10 | -3 | 0.88 | -4 | -9 | -3 | 22 | 14 | 12
COc1cccc(CN(C)CC2CCCN(CCc3ccccc3C)C2)c1 (stereo not drawn) | -11 | -4 | 1 | -8 | -6 | -6 | 27 | -18 | -1
